Assay outcomes: PubChem BioAssay, National Center for Advancing Translational Sciences (NCATS)
Pf Dd2 inh: blocks in vitro growth of P. falciparum Dd2; P. falciparum Dd2 growth, SYBR Green, 72 h; Potency, µM (doses to about 28.9 µM), for the others: at the top dose activity, negative = inhibition, usual class: inhibitors; AID 1347417; 120,000 tested, 4.3% active; active = well fitted inhibition curve with a large enough effect; inconclusive = small, poorly fitted or top-dose-only effect; inactive = no such curve, though single readings can be large or run the other way;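 also: plate controls were DMSO vehicle for no effect and reference drug for full effect; nearly all actives have a fitted effect of over 65% in size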
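Infected erythrocytes (Dd2, 0.3% parasitemia, 2.5% hematocrit final) are added to compound in RPMI-1640/Albumax II medium, grown 72 h at 37C in low oxygen, then lysed with saponin/Triton-X containing SYBR Green and read by fluorescence.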
An asterisk follows results filed as active; i = inactive; ? = inconclusive; [ ] = another dose, or the depositor's remark. Potency is read from the fitted curve at half-maximal effect. A portion of the library; count on the stated rates, not on these rows.

compound	Pf Dd2 inh
COc1ccccc1Cn1c(-c2ccc(Cl)cc2)nc(C)c(CCO)c1=O	-8%
COc1ccc(CNC(=O)c2ccc(CS(=O)(=O)c3ccc(OC)cc3)o2)cc1	i
COc1cc(NC(=O)c2cc(-c3cccs3)on2)c(OC)cc1Cl	?
Cc1ccc(-n2ncc(C(=O)Nc3ccc4c(c3)OCCO4)c2C2CCN(C(=O)OC(C)(C)C)CC2)cc1	-8%
CN(C)c1cc(N2CCCC(NC(=O)c3ccco3)C2)ncn1 (stereo not drawn)	33%[activator][5.79 µM]
Cc1ccc(NC(=O)CCC(=O)N2CCSc3ccccc32)cc1	2%
COc1ccc(C2Cn3nnc(-c4noc(C5(c6ccccc6)CC5)n4)c3CO2)cc1 (stereo not drawn)	-5%
N#Cc1cc2c(=O)n3ccccc3nc2n(-c2nnc(SCc3ccccc3)s2)c1=O	i

2 entries from above, reformatted.
> COc1ccccc1Cn1c(-c2ccc(Cl)cc2)nc(C)c(CCO)c1=O
  Pf Dd2 inh = -8%

> COc1ccc(CNC(=O)c2ccc(CS(=O)(=O)c3ccc(OC)cc3)o2)cc1
  Pf Dd2 inh = i

Next part.
compound	Pf Dd2 inh
CCN(CC)C(=O)[C@@H]1CCC[C@@H](NC2CCC2)CN(C)C(=O)C1	-5%[44.1 µM]
COc1ccc(Cn2c(C(=O)O)c(CNCc3ccc(OC)cc3OC)c3ccc(C)cc32)cc1	6.3µM*
CCOc1ccc(C(=O)N2CCC(c3ccncc3)CC2)cc1	-20%[5.79 µM]
CCNC(=O)N1CCCC1c1noc(COc2ccc(F)cc2)n1 (stereo not drawn)	-8%
COc1ccc(C(=O)N2CCC3(CC2)NC(=O)N(Cc2ccc(C)cc2)C3=O)cc1OC	?
O=C1COc2ccc(-c3ccc4c(c3)OCO4)nc2CN1Cc1ccc(F)cc1	-13%[44.1 µM]
O=C1NC2(CCN(C(=O)c3ccccc3F)C2)N=C1c1ccccn1 (stereo not drawn)	9%[44.1 µM]
Cc1ccccc1Nc1c(-c2cccs2)nc2cccc(C)n12	-2%

Further structures follow:
compound	Pf Dd2 inh
COc1ccc(CN2CCc3oc(C)c(C(=O)NC4CCN(C)CC4)c3C2)cc1	10µM*
COCCc1noc(CC2CCOC3(CCN(C(=O)NC(C)(C)C)CC3)C2)n1 (stereo not drawn)	-14%
Cc1noc(C)c1CCc1nc(C2CCOCC2)n[nH]1	-1%
Cc1cc(NC(=O)c2cc(-c3ccc[nH]3)n[nH]2)ccc1F	i
CNC(=O)c1cnc2sc(N3CCCCCC3)nn2c1=O	3%
CCc1nnc2ccc(NC3CC3)nn12	2%
O=C(NCc1cccc(Cl)c1)c1ccc2c(c1)nc1n2CCOC1	4%
CCC(Sc1nc2nccnc2c(=O)n1Cc1ccccc1Cl)C(=O)NC1CCCCC1 (stereo not drawn)	-22%

Remaining list, next part
compound	Pf Dd2 inh
COc1ccc(NC(=O)CCC2CCN(S(=O)(=O)c3ccc(C)cc3)CC2)cc1F	i
CCN(CC)CCOC(=O)c1ccc(Nc2c3c(nc4ccccc24)CCC3)cc1	7.1µM*
CCN(Cc1ccccc1)C(=O)Cn1c(=O)n(Cc2ccccc2)c(=O)c2c1c1cc(OC)ccc1n2C	5%
Cc1cccc(-n2nc(-c3c(C)nc4scc(CC(=O)NC(C)C)n4c3=O)cc2C)c1	-5%
CSc1ccc(/C=C/c2nc3ccccc3n2S(=O)(=O)c2cccc(Cl)c2)cc1	i
O=C(NCc1ccc(F)cc1)NC1CCN(C(=O)N2CC3CC(C2)[C@H]2CCCC(=O)N2C3)CC1 (stereo partly drawn)	-13%
COc1ccc(-c2noc(-c3cccn3CC(=O)Nc3ccc(NC(C)=O)cc3)n2)cc1F	-26%
Cc1cc(NC(=O)c2cccn(Cc3ccccc3)c2=O)no1	i

Additional compounds follow:
compound	Pf Dd2 inh
COc1ccc(-c2noc(-c3cccn3CC(=O)Nc3ccc(C)cc3Cl)n2)cc1F	?
COc1ccc(Cl)cc1-n1nnc(-c2nc(-c3ccc4c(c3)OCO4)no2)c1C	-2%
Oc1ccccc1CN1CCC(n2cc(-c3ccc(F)cc3)nn2)CC1	?
O=C(Nc1nnc(SCc2cc(=O)c3ccccc3[nH]2)s1)c1ccccc1	10%
CCn1ccc(C(=O)NC2CCN(C(=O)N3CC4CC(C3)[C@H]3CCCC(=O)N3C4)CC2)n1 (stereo partly drawn)	i
Cn1cnc(S(=O)(=O)N2CCC3(CC2)NCCc2c3[nH]c3ccccc23)c1	-8%
COc1ccc([C@H]2C[C@@H](O)[C@@H](O)[C@@H]2NCC2CCCC2)cc1	?
CCOc1ccccc1Oc1nc(C)nc2c1oc1ccccc12	-22%

(list continues)
compound	Pf Dd2 inh
Nc1nc2nc(-c3ccc(Cl)cc3)cc(C(F)(F)F)n2n1	i
CN(C)S(=O)(=O)N1CCN(C(=O)Cn2nc3c(cc2=O)CCCCC3)CC1	7%
COc1ccc(OC)c(S(=O)(=O)NC[C@H]2C[C@@H]3CCN2C[C@@H]3c2cc(-c3ccc(F)cc3)nn2C)c1	?
Cn1c(CN2CCCCC2)nc2cc(NC(=O)c3ccccc3Cl)ccc21	i
Cc1ccc(OCC(=O)Nc2ccc(-c3nc4ccccc4o3)cc2)c(C)c1	22%
CNC(=O)c1cn2c(n1)CN(C(=O)OC)CC2	9%[44.1 µM]
Cc1cnc(C(=O)N2CCC(N3C(=O)C4(CCCC4)C3c3scnc3C)CC2)cn1 (stereo not drawn)	-6%
CN1CCN(c2cc(=O)c3ccnc(-c4ccccc4Oc4ccccc4)c3o2)CC1	?

More structures follow:
compound	Pf Dd2 inh
O=[N+]([O-])c1ccccc1CN1C[C@H](O)C[C@H]1c1nc(-c2ccc(F)cc2)no1	?
O=C(Nc1nccs1)[C@H]1CN2CCC1C[C@@H]2Cn1cc(CC2CCCCC2)nn1 (stereo partly drawn)	?
Fc1ccccc1CNc1cc(Cl)nc2ccnn12	i
O=S(=O)(c1ccc2[nH]c3c(c2c1)CCCCC3)N1CCN(c2cccc(Cl)c2)CC1	38%[activator]
O=C(NC1CC1)c1ccc2c(c1)OCCN(c1cccc(OC(F)(F)F)c1)C2	3.5µM*
COc1ccc(CNC(=O)c2ccc(NC(=O)N3CCSc4ncccc43)cc2)cc1	i
Cc1ccc(F)c(C(=O)N[C@H](Cc2ccccc2)C2CC(O)C2)c1Cl (stereo partly drawn)	-8%
Cc1nc2nc(CNC(=O)OC(C)(C)C)nn2c(C)c1CCC(=O)NCc1ccccc1Cl	-1%

New compounds follow.
compound	Pf Dd2 inh
CC(C(N)=O)N1CCC2(CC1)C(=O)N(C)c1ccccc12 (stereo not drawn)	-4%
COc1cccc(CN2Cc3c(CN(C)Cc4ccccc4)nnn3CCC2=O)c1	10µM*
CC(=O)NCc1cn[nH]c1-c1ccc(Cl)cc1	-6%
CN1CCCC1c1nc(C2CN(C(=O)c3ccsc3)C2)no1 (stereo not drawn)	?
COc1cccc(CN(C)S(=O)(=O)c2cccc(C(=O)NCCF)c2)c1	0%
CCOCCOC1CCN(C(=O)c2ccccn2)CC1	3%
NS(=O)(=O)c1ccc(NC(=O)CN2C(=O)COc3ccc(Cl)cc32)cc1	0.71µM*
CCCN(C)C(=O)CC1Sc2ncccc2N(CCC)C1=O (stereo not drawn)	5%

New compounds follow:
compound	Pf Dd2 inh
COC[C@@H]1CN(C(=O)CCc2c(C)nn(C)c2C)C[C@H]1c1ccncc1	-19%
O=C(CC1CCOCC1)NCc1cccc(F)c1	-24%
O=C(O)c1cn2ccnc(-c3ccccc3)c2n1	-6%
Cc1nn2c(c1-c1ccccc1C(C)C)N(C(=O)c1cnccn1)CCC2	20%[44.1 µM]
CCOC(=O)Cn1c(=O)n(CC2CCCO2)c2nc(-c3cccc(C)c3)nc(C(N)=O)c21 (stereo not drawn)	?
Cc1cc(C(=O)NCc2ccccc2)c2c(C)nn(-c3cccc(F)c3)c2n1	12%
COc1ccc(C(=O)NCc2nnc3ccc(-c4ccc(C)cc4)nn23)cc1F	i
Cc1csc(Nc2ccc3ncn(C)c(=O)c3n2)n1	?

(next part)
compound	Pf Dd2 inh
COc1cc(/C=C/c2nc3ccccc3c(=O)n2-c2ccc(Br)c(C)c2)ccc1O	i
CCN1C(=O)CCC2(C(=O)NCc3ccc(OC)c(OC)c3)CCCC=C12 (stereo not drawn)	1%
CN1C(C(=O)c2ccccc2)=C(OC(=O)c2ccc(Br)cc2)c2ccccc2S1(=O)=O	i
CCc1nc(NC(=O)NCc2cccnc2)nn1C	-17%
COCCOc1ccc2c(n1)CCN(C(=O)CCC1CCCC1)C2	-16%
CCN1c2cc(C(=O)Nc3cccc(SC)c3)ccc2C(=O)N2CCCCCC21 (stereo not drawn)	6.3µM*
CCCN1Cc2cccc(C(=O)Nc3ccc(OC)cc3OC)c2C1=O	22%
COc1ccc(NC(=O)Cn2cnc3ccc(S(=O)(=O)N4CCC(C)CC4)cc3c2=O)c(OC)c1	-8%

Other compounds
compound	Pf Dd2 inh
Cc1cc2ncc(C(=O)NCCc3ccccn3)cn2n1	-13%[44.1 µM]
Cc1nc(N2CCC(NC(=O)c3ccsc3)CC2)cc(C(F)(F)F)n1	-7%
COc1ccccc1N1CCN([C@@H]2[C@H](O)[C@H](CO)O[C@@H]2CNCc2cccc(Cl)c2)CC1	?
O=C(c1cccc(F)c1)N1CCCC(Cc2noc(-c3ccncc3)n2)C1 (stereo not drawn)	9%
COc1ccc(C2=NC(C)(C)N(CC(=O)Nc3cc(OC)cc(OC)c3)C2=O)cc1	i
Cc1ccc(N(C)S(=O)(=O)c2ccc3[nH]c(=O)ccc3c2)cc1	-11%
COCC1CN(Cc2cccc(C(F)(F)F)c2)CC12CCNCC2 (stereo not drawn)	?
Cc1nc(C2CCCN(C(=O)CN)C2)cc(N2CCOCC2)n1 (stereo not drawn)	13%

Other compounds.
compound	Pf Dd2 inh
CNC(=O)c1ccc(Cn2cc(-c3nccn3C)nn2)o1	3%
CC(=O)C1=C(c2ccc(Cl)c(Cl)c2)N(C(C)=O)n2cnnc2S1	1.1µM*
O=C(NCCSc1c[nH]c2ccccc12)c1ccccc1Cl	?
COc1ccc(C(=O)N2CCN(c3nnc4ccc(Cl)cn34)CC2)cc1	-10%
Cn1c(=O)n(C)c2cc(CNCc3ccccc3)ccc21	-19%
Cc1ccc(C(=O)N2CC(C(=O)NC3CCCCC3)C3(CCOCC3)C2)cc1 (stereo not drawn)	-18%
Cc1ccc2c(c1)-c1onc(C(=O)N3CCN(c4cc(Cl)ccc4C)CC3)c1CO2	-2%
CCn1nccc1C(=O)N1C[C@@H](Oc2cccnc2)C[C@H]1C(=O)NC	9%

Following part
compound	Pf Dd2 inh
CCCc1nc(C(=O)N2CCOCC(O)(CN3CCCC3)C2)cs1 (stereo not drawn)	?
CN1CCc2c([nH]c3ccccc23)C12CCN(C(=O)c1ccncc1)CC2	?
O=[S+]([O-])(c1cccs1)N1CCN(c2nc3ncccc3o2)CC1	0%
O=C(NCCOc1ccccc1)C1CNCCO1 (stereo not drawn)	-4%
CCN(CC)S(=O)(=O)c1ccc(C(=O)NCCSc2c(-c3ccc(F)cc3)[nH]c3ccccc23)cc1	6.3µM*
CSc1cccc(NS(=O)(=O)c2ccc3[nH]cc(C(=O)N4CCCCCC4)c(=O)c3c2)c1	-1%
O=C(Nc1ncc(-c2ccccc2)c2c1OCC2)c1cn[nH]c1	39%[activator][44.1 µM]
CCOc1ccccc1NC(=O)C(=O)c1cc(C)n(-c2cccc(C)c2C)c1C	7.1µM*

(listing goes on)
compound	Pf Dd2 inh
Cc1cc(=O)n(CC(=O)Nc2ccc(F)cc2)c(N2CCC(C)CC2)n1	-16%
Cc1ccc(CNC(=O)N2CCC(CN3CCC(C)CC3)CC2)cc1	?
O=S(=O)(Nc1cc(F)ccc1F)c1ccc2[nH]c3c(c2c1)CCCC3	32%
Cc1cc(Nc2cc(F)ccc2C)nc(-n2nc(C)cc2C)n1	?
Cn1cncc1CNC(=O)c1cc(-c2ccc(F)cc2)cc2ncn(C)c12	24%[44.1 µM]
C=CCN1CC(C(=O)N2CCC3(CCC(=O)N(C4CC4)C3)CC2)CC1=O (stereo not drawn)	-6%
Cc1ccccc1OCC(=O)N1CCN(CCc2ccccn2)CC1	74%[activator]
CC(C)C(=O)N1CCCC(Cc2nc(C3CCOCC3)no2)C1 (stereo not drawn)	-1%

Later entries:
compound	Pf Dd2 inh
COc1ccc(NS(=O)(=O)c2ccc3[nH]c4c(c3c2)CCCC4)c(OC)c1	-20%
Cc1ccccc1Cn1cnc2c(oc3ccccc32)c1=O	8.9µM*
CC(C)CNc1ccc2c(n1)C(C)(C(=O)N1CCC1)CN(Cc1ccccc1)C2 (stereo not drawn)	i
Cc1ccc(N2CC(c3nc4ccccc4n3CCC3CCCCC3)CC2=O)cc1 (stereo not drawn)	-7%
COc1cccc(-n2c(=O)c3c(C)c(C)sc3n(CC(=O)NCc3ccccc3)c2=O)c1	64%[activator]

A stretch of the results above:
compound	Pf Dd2 inh
C=CCN1CC(C(=O)N2CCC3(CCC(=O)N(C4CC4)C3)CC2)CC1=O (stereo not drawn)	-6%
Cc1ccccc1OCC(=O)N1CCN(CCc2ccccn2)CC1	74%[activator]
CC(C)C(=O)N1CCCC(Cc2nc(C3CCOCC3)no2)C1 (stereo not drawn)	-1%
COc1ccc(NS(=O)(=O)c2ccc3[nH]c4c(c3c2)CCCC4)c(OC)c1	-20%
Cc1ccccc1Cn1cnc2c(oc3ccccc32)c1=O	8.9µM*
